Source: PubChem BioAssay
Keap1 Nrf2 FP: inhibitors of human Keap1-Nrf2 protein-protein interaction. Q14145. Keap1 Kelch-Nrf2 peptide fluorescence polarization, 1536-well. 340,000 compounds, 0.15% hits. inhibition, % at 9.4 µM. AID 504523; in the data active = inhibition above about 12%;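 also: human Keap1 Kelch domain with fluorescein labeled Nrf2 9mer peptide probe; 0% = neutral control wells and 100% = peptide positive control; higher means more block of Keap1 binding to Nrf2 peptide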
Target sequence (Q14145 whole entry, looked up, the tested form may be a part): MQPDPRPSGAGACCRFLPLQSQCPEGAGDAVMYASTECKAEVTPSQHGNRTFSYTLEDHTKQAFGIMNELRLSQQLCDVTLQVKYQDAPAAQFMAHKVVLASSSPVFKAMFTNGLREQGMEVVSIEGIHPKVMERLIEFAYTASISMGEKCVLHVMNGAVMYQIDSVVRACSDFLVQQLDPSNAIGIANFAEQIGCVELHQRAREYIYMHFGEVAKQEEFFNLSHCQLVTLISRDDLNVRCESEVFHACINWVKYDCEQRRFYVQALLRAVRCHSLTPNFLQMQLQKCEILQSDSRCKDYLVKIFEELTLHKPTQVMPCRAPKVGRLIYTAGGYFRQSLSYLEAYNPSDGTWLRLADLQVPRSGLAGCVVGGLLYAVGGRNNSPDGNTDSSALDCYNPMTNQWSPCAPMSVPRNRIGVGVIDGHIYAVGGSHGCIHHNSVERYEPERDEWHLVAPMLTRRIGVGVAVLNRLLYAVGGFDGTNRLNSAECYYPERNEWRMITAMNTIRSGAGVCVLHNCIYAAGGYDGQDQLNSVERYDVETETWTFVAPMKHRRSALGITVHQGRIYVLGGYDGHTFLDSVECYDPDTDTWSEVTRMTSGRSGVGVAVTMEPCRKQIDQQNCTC
RTF Ca sens inh: cardiac RTF calcium desensitization; inhibition, % at 7.15 µM; 340,000 compounds, 0.12% hits; IANBD-labeled cardiac RTF, Ca2+ fluorescence; P19429+P45379;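 active = inhibition above the mean inhibition of all tested compounds plus 3 SD, cut at about 17% in these data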;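 also: assay run at fixed EC70 calcium of 1.6 mM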
MOR-DOR inv ag: mu-delta opioid heterodimer inverse agonism. P35372+P41143. cell-based MOR-DOR heterodimer luminescence. inhibition, % at 9.3 µM. 340,000 compounds, 0.21% hits; in the data active = inhibition above about 22%, passing the limit was not always enough;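 also: 0% = cells with DMSO and 100% = wells without cells with DMSO; values of inactives mirror those of a sister screen read the other way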
V-ATPase pHluor: regulators of yeast V-ATPase proton transport. S. cerevisiae, pHLuorin cytosolic pH fluorescence. response, % at 10 µM. 350,000 compounds, 0.37% hits; in the data active = response mostly above about 7.3%, no sharp cut-off; inactive = mostly below about 5.4%; also: actives read high; inactives centre near 0; some compounds called inactive have numbers as strong as hits; reference of the scale not given here
C-LANA FP: blocks KSHV LANA C-terminal domain binding to DNA | MBP-C-LANA/FAM-LBS DNA binding, fluorescence polarization | inhibition, % at 9 µM | 340,000 compounds, 0.078% hits;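 active = highest replicate inhibition at or above 60% at 9 µM, even if other replicates fall short; inactive = all replicates below 60% inhibition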;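 also: 0% = neutral control wells and 100% = 4 µM acridine orange control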
Pemphigus Ab inh: blocks pemphigus antibody binding to human desmoglein-3; DSG3-coupled beads, scFv-anti-DSG3-GFP binding, flow cytometry; hits give low values; P32926; 310,000 compounds, 0.48% hits; binding (percent of control), % at 10 µM;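 active = binding more than 3 SD below its plate's average and above zero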;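 also: hits lower antibody fragment binding to DSG3; some compounds called inactive have numbers as strong as hits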
Wnt act: activates Wnt/beta-catenin signaling in a reporter cell assay | activation, % at 9.35 µM | activator, plate reader | AID 743398 | 300,000 compounds, 1.2% hits; in the data active = activation above about 30%, passing the limit was not always enough;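 also: 0% = neutral control wells and 100% = positive control wells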
Arrestin-AP2 inh: human beta-arrestin and AP2 interaction inhibition; FITC-arrestin peptide / GST-AP2 beads, flow cytometry; AP2 beta2 appendage carries R879A mutation; inhibition, % at 10 µM; 340,000 compounds, 0.31% hits; AID 504490;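 active = inhibition above a set limit, near 3 SD of compounds lacking own fluorescence, cut at about 54% in these data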;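 also: plate controls were DMSO wells for no effect and 5 µM unlabelled arrestin peptide for full effect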
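Measured by: flow cytometry, FL1 (488/535 nm); Material: AP2 appendage R879A on GSH beads; Evaluation: percent response; Timing: pre-incubation 12 min, peptide binding 1 h, room temperature; Also added: 50 nM FITC-arrestin peptide; Medium: PBS with 0.05% Tween 20 and 0.1% BSA.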
RTF Ca sens act: increases calcium sensitivity of human cardiac regulated thin filaments; IANBD-labeled TnC RTF fluorescence at EC20 calcium; 0% EC20 calcium, 100% full calcium; P19429+P45379; AID 493008; activation, % at 7.2 µM; 340,000 compounds, 0.24% hits;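 active = activation above the mean over all tested compounds plus 3 SD, cut at about 30% in these data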;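 also: rise in fluorescence read as greater calcium sensitivity of cardiac thin filaments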
OPRM1-OPRD1 ag: agonists of human mu-delta opioid receptor heterodimerization | P35372+P41143 | cells, OPRM1-OPRD1 heterodimerization, luminescence | activation, % at 9.3 µM | 340,000 compounds, 0.3% hits | AID 504326; in the data active = activation above about 18%;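 also: 0% = vehicle-treated cells and 100% = reference agonist; values of inactives mirror those of a sister screen read the other way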
The depositor's hits bear a star; . = not tested or not shown.

SMILES	Keap1 Nrf2 FP	RTF Ca sens inh	MOR-DOR inv ag	V-ATPase pHluor	C-LANA FP	Pemphigus Ab inh	Wnt act	Arrestin-AP2 inh	RTF Ca sens act	OPRM1-OPRD1 ag
O=C(Cc1ccsc1)N1CCN(S(=O)(=O)c2cc(C(F)(F)F)cc(C(F)(F)F)c2)CC1	3	-4	14	0	-0.2	102	-2	22	3	-3.3
O=C(O)C1CCCCC1C(=O)Nc1ccc(F)c(F)c1 (centres undefined)	0	-1	7	7	1.0	105	.	27	5	-1.3
Cc1[nH]c(=O)c(C#N)c(C)c1CCC(=O)NCc1cccc(C(F)(F)F)c1	0	4	5	-1	2.3	119	-2	-6	-1	-0.9
CCN(CCCCCN(C)C)Cc1cc2ccccc2o1	0	-3	11	2	0.5	121	-2	7	-2	-2.0
N#Cc1ccc(Oc2cccc3cccnc23)c([N+](=O)[O-])c1	1	-9	15	1	2.0	95	0	8	5	-3.2
C/C(=N\NC(=O)c1ccc(CSc2nncn2C)cc1)c1ccc(C#N)cc1	-2	-9	5	1	-4.3	97	-5	29	2	-0.7
O=C(CNC(=O)c1cccc(Br)c1)N/N=C/c1cccnc1	1	-4	19	-4	-0.9	.	-1	1	3	-3.6
CC(=C/c1ccccc1)/C=N/n1c(-c2ccco2)n[nH]c1=S	1	1	-5	2	0.3	96	.	2	-1	1.2
Cc1ccc(C)c(N(C(=O)CNC(=O)c2ccco2)C(C(=O)NC2CCCCC2)c2cccnc2)c1 (centres undefined)	-1	6	20	3	2.1	95	-3	3	-5	-3.2
CC(=O)Nc1c(O)[nH]c2ccccc12	1	-10	-3	-3	1.0	115	.	-3	2	0.5
O=C(Nc1ccc(F)c(Cl)c1)c1ccc2c(c1)OCO2	-1	0	3	-5	-0.5	104	0	-10	0	-0.7
CCc1nc(N2CCC3(CC2)OCCO3)c2nnn(Cc3ccccc3)c2n1	-9	-8	-11	-5	-1.4	91	10	17	5	2.1
COc1cc(S(=O)(=O)Nc2ccc(C)cc2)ccc1NC(=O)c1ccncc1	3	12	9	2	0.0	98	-1	.	4	-1.7
Cc1noc(NS(=O)(=O)c2ccc(NC(=O)C(F)(F)C(F)(F)C(F)(F)F)cc2)c1C	.	.	.	-2	.	102	0	9	.	.
COc1cc(C(=O)NNC(=O)COc2ccccc2Cl)ccc1OCC(=O)N1CCOCC1	4	-2	2	-1	-0.7	.	-5	0	-1	-0.5
c1ccc(-c2ccc(C3=Nn4c(nnc4-c4cccs4)SC3)cc2)cc1	-1	.	.	-1	-1.7	100	-1	13	.	.
COc1ccccc1NS(=O)(=O)c1cccc(C(=O)N/N=C(\C)c2ccc3c(c2)OCCO3)c1	-10	2	5	-2	0.9	100	0	22	3	-1.0
COc1ccc(S(=O)(=O)N2CCN(CC(=O)N3CCc4ccccc4C3)CC2)cc1OC	-1	-1	1	1	-0.4	105	0	22	0	-0.2
CC(=O)OCC(=O)C1(O)CCC2C3CCC4=CC(=O)C=CC4(C)C3C(=O)CC21C (centres undefined)	3	-1	9	-8	-2.0	92	5	42	-4	-1.8
O=C1C2C3C=CC(C3)C2C(=O)N1c1cccc(N2C(=O)C3C4C=CC(C4)C3C2=O)n1 (centres undefined)	4	-7	14	1	-0.2	.	.	13	2	-2.6
COc1ccc(CCC(=O)N2CCN(c3ccc(OC)cc3)CC2)cc1	-2	-1	10	0	1.1	112	1	7	0	-3.1
CCOC(=O)c1c(C)c(C(=O)NCCN2CCOCC2)c(C)n1C	-5	-5	8	0	-0.2	92	0	2	-2	-1.4
COc1ccc2cc(-c3[nH]ncc3CN3C[C@@H]4CCC[C@H]3C4)ccc2c1	1	-4	5	0	-0.1	115	5	12	10	-1.0
Cc1cc(NS(=O)(=O)c2ccc(NC(=S)NC(=O)c3ccccc3)cc2)no1	-3	1	8	0	-0.4	90	0	32	-4	-1.2
CCC(=O)Nc1nc2ccccc2n1CCN1CCOCC1	-5	-21	.	-1	-0.1	106	.	-2	4	.

Reprinted from the part before: three entries; new compounds follow.
SMILES	Keap1 Nrf2 FP	RTF Ca sens inh	MOR-DOR inv ag	V-ATPase pHluor	C-LANA FP	Pemphigus Ab inh	Wnt act	Arrestin-AP2 inh	RTF Ca sens act	OPRM1-OPRD1 ag
COc1ccc2cc(-c3[nH]ncc3CN3C[C@@H]4CCC[C@H]3C4)ccc2c1	1	-4	5	0	-0.1	115	5	12	10	-1.0
Cc1cc(NS(=O)(=O)c2ccc(NC(=S)NC(=O)c3ccccc3)cc2)no1	-3	1	8	0	-0.4	90	0	32	-4	-1.2
CCC(=O)Nc1nc2ccccc2n1CCN1CCOCC1	-5	-21	.	-1	-0.1	106	.	-2	4	.
Cc1nn(-c2ccccc2)c(C)c1C(=O)OC(C)C(=O)Nc1ccc(C(N)=O)cc1 (centres undefined)	1	2	2	0	-1.4	117	-6	6	7	-0.5
Cc1cccc(C(=O)Oc2ccc(/C=N/NC(=O)c3ccncc3)cc2)c1	0	-5	-7	7	-0.2	126	-1	5	2	1.3
Cc1cc(NC(=O)CN2C(=O)[C@@H]3[C@H](C2=O)[C@@H]2C[C@H]3C(Br)C2Br)no1 (some centres undefined)	-5	-6	-1	-11	-2.2	109	2	6	19	0.2
CN(CC(=O)Nn1cnnc1)S(=O)(=O)c1ccccc1	-5	0	11	-1	-0.3	95	-2	1	1	-2.1
COCC(=O)Nc1sc2c(c1C(=O)OC)CCC(C)C2 (centres undefined)	-1	-4	9	2	0.0	.	.	-10	7	-1.5
C=CCN(C(=O)COC(=O)c1cc[n+]([O-])cc1)c1nc(-c2ccccc2)cs1	0	6	9	-2	0.2	109	-4	32	-3	-2.2
CC(NC(=O)CSc1nc2ccccc2n1CCC#N)c1ccc(F)cc1 (centres undefined)	-5	1	-2	-4	-1.2	106	.	10	0	0.4
CC(=O)Nc1c2c(nn1-c1cccc(Cl)c1)CS(=O)(=O)C2	-1	0	12	0	0.3	102	0	-4	3	-2.4
C=CC[C@H](CC(=O)N(CCO)Cc1ccccc1)C(=O)N[C@H](COC(=O)[C@H](CC=C)CC(=O)OC(C)(C)C)Cc1c[nH]c2ccccc12	-7	-5	-4	2	-0.5	90	-5	-2	1	0.8
Cn1ccnc1SCC(=O)Nc1cccc(C(F)(F)F)c1	-4	-17	4	3	-0.2	85	.	-12	2	-0.8
O=c1cc(CN2CCCCC2)nc(C2CC2)[nH]1	3	0	7	-3	-2.8	117	-1	-7	-2	-1.4
Cc1ccc(C(=O)/C=C/c2ccc3ncccc3c2)cc1	0	7	15	-4	0.3	120	1	-3	4	-3.0
COC(=O)c1cc(-c2ccc(Cl)cc2)n[nH]1	3	-7	8	-3	0.7	81	.	-7	-2	-1.2
COc1ccc(CCNC(=S)N(C)C)cc1OC	-3	.	.	3	-0.7	94	2	-4	.	.
CNC(=O)c1sc(NCc2ccccc2OC)nc1C	2	2	14	0	1.3	100	0	16	-1	-2.6
O=C(CCS(=O)(=O)c1cccc2nonc12)Nc1cccc2c1CCCC2	7	4	11	-1	-0.8	.	-8	23	-1	-1.7
Cc1nn(Cc2ccc(Cl)cc2Cl)c(C)c1NC(=O)c1ccc(COc2cc(Cl)ccc2Cl)o1	1	-3	6	0	-0.4	104	.	-7	-4	-1.3
COCCCNC(=O)Cn1c(=O)n(Cc2ccc(C(=O)NCCc3ccc(OC)c(OC)c3)cc2)c(=O)c2ccccc21	3	4	7	-2	1.8	94	3	3	-4	-1.2
C[C@]12C=CC(=O)C=C1CC[C@@H]1[C@@H]2[C@@H](O)C[C@@]2(C)[C@H]1CC[C@]2(O)C(=O)COC(=O)CCC(=O)NCCc1ccc(O)cc1	-2	-6	10	2	-0.5	102	-1	-12	0	-1.7
Cc1cc(=O)n2c(sc3ccccc32)c1C#N	1	-4	11	-1	1.3	101	2	50	2	-2.0
CCN1C=CC2=C(C#N)C(N)C(C#N)(C#N)C(c3ccccc3C(F)(F)F)C2C1 (centres undefined)	0	-50	9	-3	18	119	-4	6	20	-1.6
Cc1cccc(C2NC(=O)c3ccccc3N2)c1 (centres undefined)	-3	-10	7	5	-1.5	83	-3	-28	-4	-1.6
CCOC(=O)Cn1nc2sc3ccccc3n2c(=O)c1=O	-6	0	0	6	0.4	93	3	1	17	0.0
O=C(Nc1cnn(C23CC4CC(CC(C4)C2)C3)c1)c1cnn2cccnc12	-5	-10	0	1	-0.9	85	4	-1	1	-0.1
CCc1ccccc1NC(=O)NCc1cccnc1	3	-5	10	0	0.5	104	1	-15	6	-2.5

(further entries)
SMILES	Keap1 Nrf2 FP	RTF Ca sens inh	MOR-DOR inv ag	V-ATPase pHluor	C-LANA FP	Pemphigus Ab inh	Wnt act	Arrestin-AP2 inh	RTF Ca sens act	OPRM1-OPRD1 ag
CCCCn1c(N)c(N(CC(C)C)C(=O)c2cc(Cl)nc3ccccc23)c(=O)[nH]c1=O	0	2	9	-2	0.7	99	0	-7	-2	-1.4
C=CCN(C(=O)CCC(=O)Nc1cc(C)on1)C(C(=O)NC1CCCC1)c1ccc(OC)c(OC)c1 (centres undefined)	-4	-11	7	-2	1.9	119	-1	0	-6	-0.9
CCc1cc(-c2n[nH]c(C)c2Oc2ccc(C(C)C)cc2)c(O)cc1O	0	-7	-70	-2	-0.6	102	.	2	-1	15
Cc1c(O)c2cccnc2[nH]c1=O	1	5	-10	-1	0.2	101	1	25	4	1.9
CCCCNC(=O)C1CC(=O)N(CCc2ccccc2)C1 (centres undefined)	-2	-3	15	0	-0.1	94	1	2	0	-3.0
O=C1NC[C@H](c2ccccc2)OC(=O)[C@@H](Cc2ccc(F)cc2)C/C=C\C[C@H]1CC(=O)N(CCO)Cc1ccccc1	2	-11	-19	0	0.5	98	6	-1	5	4.1
CCc1ccccc1NC(=O)C1=CC(c2ccc(OC)c(OC)c2)=NS(=O)(=O)N1C	2	-2	3	-3	0.7	104	-3	7	2	-0.5
CCc1ccc(S(=O)(=O)Nc2cc3c(cc2N2CCCCC2)n(C)c(=O)c(=O)n3C)cc1	3	-15	12	1	-0.8	105	0	0	6	-2.3
NNC(=O)c1nn(-c2ccc(Cl)cc2)cc1O	-1	-1	-27	1	2.3	98	3	-9	1	5.0
O=C(CN1CCN(Cc2ccc(Cl)cc2)CC1)N/N=C/c1cccc(F)c1	.	.	.	-3	.	94	43*	8	.	.
Cc1ccc(NC(=O)C(C)Sc2nnc(C3CC3)n2C2CC2)cc1S(=O)(=O)N1CCOCC1 (centres undefined)	-7	-11	-1	-3	2.8	107	-3	2	2	0.3
CCOC(=O)C1CCN(Cc2ccc(O)c3ncccc23)CC1	-5	-8	4	3	-0.6	111	-11	-13	3	-0.7
COc1ccc(C2/C=C\CN(S(=O)(=O)c3ccc4ccccc4c3)CC(=O)N2Cc2ccc(F)cc2)cc1 (centres undefined)	6	-2	8	-3	0.4	94	-4	1	-5	-1.5
Cc1sc2nc(SCC(=O)NCCCO)n(-c3ccccc3)c(=O)c2c1C	0	-7	8	-2	0.4	97	-2	37	1	-1.8
